hgDAF12 agonist: hgDAF-12 agonism, primary luciferase screen; HEK293 GAL4-hgDAF12 UAS-luciferase reporter, agonist luminescence; normalized to butyrate control; activation, % at 6.8 µM; 1.8% of 370,000 active; AID 687014;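 active means activation above a cutoff set at the mean of all screened compounds plus 3 SD, cut at about 10% in these data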;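 further: 0% = DMSO wells and 100% = sodium butyrate wells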
GAA850 FXN act: activators of GAA850 frataxin (FXN) promoter; HEK293 lucGAA850 FXN promoter luciferase reporter, 24 h; percent of 10 µM SAHA response; 0.56% of 360,000 active; activation, % at 6 µM; AID 540364;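 active means activation above the average of all compounds screened plus 3 SD, cutoff fixed separately per campaign, cut at about 7.5% in these data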;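 further: 0% = DMSO wells and 100% = 10 µM SAHA wells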
NPR2 activator: GC-B (human) receptor activation | P20594 | 0.11% of 370,000 active | activation, % at 10 µM | HEK293-GC-B cells, CNP EC30, cGMP TR-FRET; 0% at EC30 CNP, 100% saturating CNP | AID 1920062;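 active means activation at 10 µM reaching about 35% in either raw or pattern-adjusted values, limit read from the data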
DAX1 inh-1: inhibits human nuclear receptor DAX1; inhibition, % at 6.75 µM; HEK293 Gal4-DAX1 luciferase reporter, luminescence; 0.99% of 340,000 active; AID 504766;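 active means inhibition above the mean over all tested compounds plus 3 SD, cut at about 4.2% in these data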;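 further: 0% = DAX1-transfected cells with DMSO and 100% = empty-vector control cells with DMSO; inhibition shows as a rise in luminescence from relieved DAX1 repression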
Target sequence (P51843 207-470 limits assumed): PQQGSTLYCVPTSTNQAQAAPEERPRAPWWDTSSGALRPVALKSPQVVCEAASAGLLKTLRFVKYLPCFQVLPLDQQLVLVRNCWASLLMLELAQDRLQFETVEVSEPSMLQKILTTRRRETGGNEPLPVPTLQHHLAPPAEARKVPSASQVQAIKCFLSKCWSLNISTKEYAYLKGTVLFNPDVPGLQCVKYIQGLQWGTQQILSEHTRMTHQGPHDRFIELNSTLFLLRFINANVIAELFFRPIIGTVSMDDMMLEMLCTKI
proKLK7 act: activates the human kallikrein-7 zymogen | purified proKLK7, EDANS-DABCYL substrate fluorescence; 100% is mature enzyme control, 0% vehicle | activation, % at 7 µM | P49862 | 0.9% of 370,000 active | AID 652039;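 active means activation above the mean of all tested compounds plus 3 SD, computed per campaign excluding outliers beyond control limits, cut at about 13% in these data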
Target sequence (P49862 whole entry, looked up): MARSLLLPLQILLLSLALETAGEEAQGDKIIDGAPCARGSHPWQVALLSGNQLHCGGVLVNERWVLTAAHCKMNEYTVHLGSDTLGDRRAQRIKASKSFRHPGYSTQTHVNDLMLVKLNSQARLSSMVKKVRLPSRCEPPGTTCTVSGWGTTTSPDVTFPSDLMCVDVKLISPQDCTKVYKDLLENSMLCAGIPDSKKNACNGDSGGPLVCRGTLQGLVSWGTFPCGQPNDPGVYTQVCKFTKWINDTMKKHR
ssDAF-12 act: S. stercoralis DAF-12 activation, primary screen | 1% of 370,000 active | AID 652126 | activation, % at 6.8 µM | HEK293 ssDAF-12/GRIP1 lit1-tk-luc reporter, luminescence; % of 3 µM dafachronic acid response;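 active means activation above the mean over all tested compounds plus 3 SD, cut at about 0.9% in these data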;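 further: 0% = DMSO-only wells and 100% = 3 µM delta7-dafachronic acid wells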
DAX1 inh-2: DAX1 (NR0B1) inhibition, primary screen; inhibition, % at 6.8 µM; HEK293T StAR-luciferase reporter, SF-1/DAX-1 repression relief; 1.1% of 370,000 active; AID 652010;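 active means inhibition above the mean over all tested compounds plus 3 SD, cut at about 3.6% in these data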;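 further: 0% = DAX-1 cells with DMSO and 100% = cells lacking DAX-1 with DMSO; higher inhibition means more luminescence from relief of DAX-1 repression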
GC-A act: GC-A (human) enzyme activation; P16066; HEK293 GC-A cells, cGMP TR-FRET, EC30 ANP; 0% at EC30 ANP, 100% saturating ANP; activation, % at 10 µM; 0.14% of 370,000 active; AID 1671463; in the data active means activation above about 40%
SMARCA2 activ: increases SMARCA2 function in MMTV reporter cells; activation, % at 9.1 µM; MG213 cells, MMTV-luciferase reporter, dexamethasone, overnight; 1% of 370,000 active; in the data active means activation above about 7.8%;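 further: 0% = vehicle wells and 100% = reference activator wells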
sPLA2-III inh: Blocks human group III sPLA2 activity. Q9NZ20. QFRET BODIPY PC-A2 liposome hydrolysis, fluorescence. inhibition, % at 12.2 µM. 0.56% of 370,000 active. AID 743126;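 active means inhibition above mean plus 3 SD of compounds lying within the high and low control bounds, cut at about 19% in these data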;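 further: 0% = median of test compound wells and 100% = no enzyme DMSO wells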
Target sequence (Q9NZ20 whole entry, looked up): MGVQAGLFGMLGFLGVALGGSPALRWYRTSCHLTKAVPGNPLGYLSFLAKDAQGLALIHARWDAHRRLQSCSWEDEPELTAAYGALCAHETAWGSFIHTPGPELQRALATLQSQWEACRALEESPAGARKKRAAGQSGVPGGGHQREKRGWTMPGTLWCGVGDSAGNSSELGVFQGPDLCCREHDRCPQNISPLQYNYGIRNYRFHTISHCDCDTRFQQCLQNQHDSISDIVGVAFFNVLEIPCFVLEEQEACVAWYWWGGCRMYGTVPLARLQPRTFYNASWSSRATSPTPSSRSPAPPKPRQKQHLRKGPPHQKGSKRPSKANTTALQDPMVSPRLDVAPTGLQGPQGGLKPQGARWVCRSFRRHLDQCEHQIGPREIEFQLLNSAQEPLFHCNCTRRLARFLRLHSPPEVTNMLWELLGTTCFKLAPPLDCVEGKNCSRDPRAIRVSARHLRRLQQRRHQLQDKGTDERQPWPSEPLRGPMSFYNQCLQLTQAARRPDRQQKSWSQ
hcDAF-12 act: H. contortus DAF-12 activation, primary screen | AID 652067 | 1.4% of 370,000 active | activation, % at 6.8 µM | HEK293 hcDAF-12 lit1-tk-luc reporter, luminescence; 0% DMSO, 100% Δ7-dafachronic acid;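 active means activation above the mean of all tested compounds plus 3 SD, cut at about 5.5% in these data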;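 further: 100% = response to 3 µM Δ7-dafachronic acid high control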
* = called active by the depositor; x = no result given.

SMILES	hgDAF12 agonist	GAA850 FXN act	NPR2 activator	DAX1 inh-1	proKLK7 act	ssDAF-12 act	DAX1 inh-2	GC-A act	SMARCA2 activ	sPLA2-III inh	hcDAF-12 act
CC1Cc2cc(S(=O)(=O)N3CCC(C(=O)NCc4ccco4)CC3)ccc2N1C(=O)C1CCC1 (stereo not given)	3.5	-0.6	5	-0.5	1.6	-1.3	-3.0	0	-2	1	-2.2
O=C(CNC(=O)c1ccccc1F)Nc1ccc2c(c1)OCO2	8.6	1.2	2	1.5	-0.2	-0.5	2.4	3	4	0	4.6
O=C(c1cccs1)n1nc(NCc2ccccc2)nc1NCc1ccccc1	2.4	-0.2	0	-2.1	-8.1	-2.1	-0.8	-1	-4	-14	-2.2
COc1cccc(C(C)(O)c2nc(-c3cnc4ccccc4c3)cs2)c1 (stereo not given)	-1.3	4.4	-6	x	0.3	-1.6	-2.0	0	-1	-20	-1.9
COc1ccc(OCC(=O)NNc2nc3ccccc3s2)cc1	-5.7	0.3	4	-0.5	-0.1	-1.1	-0.7	-3	-4	13	5.3
Cc1ccc(CNC(=O)c2ccc(CNS(=O)(=O)c3ccc4c(c3)C(C)(C)C(=O)N4C)cc2)o1	-1.5	0.2	1	-0.8	0.3	-1.4	-0.7	2	-3	-14	0.2
CCOC(=O)c1c(-c2ccccc2)csc1NC(=O)C(C)NCCCN1CCOCC1 (stereo not given)	-2.5	0.7	5	-2.6	0.0	-1.1	-0.2	2	-2	-10	-1.6
CN(C)C(=C(C#N)C#N)N1CCN(c2ccc(Cl)c(Cl)c2)CC1	-5.2	1.9	-7	-0.2	0.0	-1.6	-1.6	0	-3	-7	-2.5
O=C(NCc1cccs1)c1ccc2ccccc2n1	1.7	5.4	1	-0.2	-0.3	-0.7	-0.5	0	-3	2	2.9
CCCOc1ccc(C(=O)N/N=C/c2c[nH]c3ccc(Br)cc23)cc1	-1.0	1.5	-3	-1.7	-2.1	-1.4	-0.2	-1	-2	-32	-0.4
CCOc1ccccc1NC(=O)CN1C(=O)NC(Cc2c[nH]c3ccccc23)C1=O (stereo not given)	-2.1	1.4	-1	0.1	-0.1	-0.2	0.9	-8	4	-101	0.9
CCOc1ccc(CN2CCN(Cc3cnc(N4CCOCC4)s3)CC2CCO)cc1 (stereo not given)	0.9	-1.0	9	-1.0	-0.2	-2.3	-1.2	-3	-3	-4	-1.6
CCCn1c(=O)[nH]c(=O)c2c1nc(-c1ccccc1)n2CCN1CCOCC1	-3.4	5.0	-9	0.1	0.2	-1.3	0.3	-2	-1	9	-2.1
CCn1c(CC(=O)Nc2ccc(F)cc2)nnc1SCC(=O)NC1=NCCS1	-1.6	-2.2	-2	0.4	0.5	-1.1	-0.1	-1	-4	0	0.9
Cn1cnnc1SCc1nnc(-c2ccccc2Br)o1	0.8	0.1	2	0.6	-0.2	-1.7	1.2	2	-3	0	0.2
CC(O)CNc1nc2c(c(=O)n(C)c(=O)n2C)n1CCc1ccccc1 (stereo not given)	-0.5	2.5	-2	-0.5	0.1	-1.6	-1.3	-6	-2	11	-3.7
CCN(CC)c1ccc(C2CC(=O)NC3=C2C(=O)CC(C)(C)C3)cc1 (stereo not given)	0.2	-1.8	6	-0.2	-0.6	-1.4	-0.6	-1	-2	11	-1.1
C=CCOc1cccc(C(=O)/C=C2/C(=O)Nc3ccccc32)c1	-0.2	2.6	-1	-1.8	0.5	-1.0	-1.5	3	6	8	-0.8
COc1ccc(Cl)cc1NC(=O)NCC1CCN(C(=O)OC(C)(C)C)CC1	-0.3	0.0	-3	-0.7	0.8	-2.2	0.1	-3	-3	-12	-2.3
O=C(C1CCOCC1)N1CCCC(N2CCN(c3cccc(C(F)(F)F)c3)CC2)C1 (stereo not given)	-1.0	1.8	-1	-0.3	0.8	-1.2	-1.5	3	2	-2	-2.0
Cc1ccc(NC(=O)c2cc([N+](=O)[O-])ccc2N2CCOCC2)cc1S(=O)(=O)N1CCOCC1	-0.2	-4.4	4	1.3	0.8	-1.1	-1.3	3	-2	-3	-1.0
O=C(O)C1C2C=CC(O2)C1C(=O)Nc1ccccc1C(F)(F)F (stereo not given)	-0.2	-2.0	10	0.3	-0.3	-0.7	-0.1	0	0	2	0.3
COc1ccc(C(C(=O)NC2CCCC2)N(CCC(C)C)C(=O)CCC(=O)Nc2cc(C)on2)cc1 (stereo not given)	-1.6	0.7	-4	0.1	-0.2	-1.2	-0.4	-8	-3	-10	-1.6
Cc1n[nH]c(C)c1CNCc1c(C(=O)N2CCCCCCC2)nc2ccc(Cl)cn12	1.0	-0.1	5	-0.1	0.2	-1.2	0.0	2	0	2	0.3
C=CCN=C(NC#N)SCC(=O)c1cccc(OC)c1	5.7	1.6	-25	1.5	-0.1	-1.1	1.5	-38	5	-4	1.4
C=CCSc1nnc(-c2ccccc2NC(=O)CC)c(=O)[nH]1	0.6	0.4	-1	-1.0	-1.0	-0.3	-0.1	4	-1	-2	-0.7
O=C(NC1CC1)C1CC(=O)N(c2ccccc2)C1 (stereo not given)	0.7	1.4	3	-1.1	0.0	-1.3	0.8	4	2	1	-0.8
CC(C)(C)C(=O)O[C@@H]1CCC[C@@]2(C(=O)N(Cc3ccccc3)c3ccccc32)[C@H]1NC(=O)CCc1ccccc1	-1.3	x	-18	x	0.5	-1.0	0.4	-6	-3	-11	-2.6
Cc1nc(C(F)(F)F)ccc1C(=O)N1CCC1(C)C(=O)NS(=O)(=O)c1c(C)noc1C (stereo not given)	-0.3	1.4	3	x	-0.3	-1.5	0.2	0	1	-1	1.0
Nc1ccc(-c2nc3nc(N)nc(N)c3nc2-c2ccc(N)cc2)cc1	-0.6	1.9	-3	-0.9	0.0	-1.0	0.4	0	-2	7	-0.1
COc1ccccc1CNC(=O)CSc1nnc2c(n1)[nH]c1ccc(F)cc12	-0.4	0.8	-5	0.2	0.0	-1.1	-0.4	0	1	5	2.1
CCOC(=O)Cn1c(CN2CCN(C(=O)c3ccco3)CC2)nc2c1c(=O)n(C)c(=O)n2C	0.3	1.2	-3	-0.1	-0.2	-1.5	-0.3	3	2	4	0.5
O=C(O)c1ccc(NC(=O)c2ccc3c(c2)C(=O)N(c2ccccc2)C3=O)cc1	0.0	0.5	7	-0.5	0.5	-0.9	0.1	6	3	-4	2.5
COc1ccc(/C=N/n2c(N)nc(-c3ccccc3)c2-c2ccccc2)cc1	3.0	1.7	-5	-0.5	0.0	-0.4	1.0	-3	3	12	-1.3
COC(=O)N/N=C\c1ccc(OC/C=C/c2ccccc2)cc1	8.4	2.1	4	0.0	0.0	-0.4	-3.0	3	-1	-9	1.3
O=C(O)CN1C(=O)/C(=C\c2cccc(OCc3ccc(Cl)cc3)c2)SC1=S	3.0	2.0	-4	1.4	-0.9	-1.1	0.8	-1	0	-44	1.5
CCNc1nc(N)c([N+](=O)[O-])c(Nc2cccc(Cl)c2)n1	3.3	x	-8	x	x	-1.6	x	6	x	-4	-1.6
N#Cc1c(N2CCCCC2)nc(N)c2c(N)nc(SCC(=O)O)cc12	-1.0	1.5	-6	-1.0	-2.2	-0.4	0.5	12	-3	-17	-1.3
CN(c1ccccc1C(=O)Nc1ccc(S(=O)(=O)N2CCCC2)cc1)S(C)(=O)=O	1.3	-1.9	-2	-0.1	-0.2	-0.7	-0.4	1	-4	0	-2.5
Cc1cc2[nH]c(=O)c(=O)[nH]c2cc1S(=O)(=O)NCC(C)c1ccccc1 (stereo not given)	-0.4	-0.8	1	1.6	11	-0.7	-0.3	1	0	-8	0.1
COC(=O)CNC(=O)Cc1c(F)cccc1Cl	0.7	-2.7	-1	0.9	-0.5	-0.9	0.2	2	1	5	3.3
CN(C)c1ccc(P(=O)(Nc2ccc([N+](=O)[O-])cc2)N2CCOCC2)c(NC(=O)c2cccs2)c1 (stereo not given)	3.3	3.3	-10	1.1	-0.2	0.5	-0.3	0	1	1	8.0*
Cc1nnc(SCC(=O)NCCc2ccccc2)s1	-2.0	3.6	1	0.1	-1.4	-1.7	0.1	-3	-2	10	-0.7
COC(=O)c1nnn(-c2nc(N3CCOCC3)nc(N3CCOCC3)n2)c1C	3.5	2.9	0	0.1	0.5	-2.0	1.0	-1	-2	1	0.8
O=C(c1cccs1)N1CCN=C1SCc1cccnc1	0.1	-1.2	3	0.2	0.3	-1.1	-0.5	-3	0	4	-1.5

Next part; the last 2 above are carried over.
SMILES	hgDAF12 agonist	GAA850 FXN act	NPR2 activator	DAX1 inh-1	proKLK7 act	ssDAF-12 act	DAX1 inh-2	GC-A act	SMARCA2 activ	sPLA2-III inh	hcDAF-12 act
COC(=O)c1nnn(-c2nc(N3CCOCC3)nc(N3CCOCC3)n2)c1C	3.5	2.9	0	0.1	0.5	-2.0	1.0	-1	-2	1	0.8
O=C(c1cccs1)N1CCN=C1SCc1cccnc1	0.1	-1.2	3	0.2	0.3	-1.1	-0.5	-3	0	4	-1.5
CCCCN(C)CCNC(=O)c1cc2c(-c3cccc(OC)c3)nn(C)c2s1	7.2	-1.1	-21	1.1	13*	0.0	1.3	-61	-2	1	1.8
O=c1[nH]c(=S)ccn1C1OC(CO)C(O)C1O (stereo not given)	-1.5	0.0	-1	1.8	-0.5	-0.9	-1.5	3	0	7	-1.4
COC(=O)c1cccc(Cn2ccc3ccc(-c4ccc5ccn(C(=O)c6ccccc6C)c5c4)cc32)c1	0.4	x	-2	x	-10	0.2	-1.7	1	-2	1	-0.4
COc1ccc(-c2csc3nc(-c4ccccc4OC)oc(=O)c23)cc1	-0.1	-1.2	6	1.0	-0.6	-0.8	0.2	42*	1	2	-0.8
COc1ccccc1N1N=C(c2ccc([N+](=O)[O-])cc2)CC1c1ccccc1 (stereo not given)	-0.5	-0.8	-5	0.3	0.3	-1.3	-0.1	4	-3	15	-1.2
COc1ccc(NC(=O)COC(=O)c2ccc3ccccc3n2)cc1	2.0	-0.2	-3	0.1	-0.9	0.6	1.1	-5	-1	-1	3.5
Cc1noc(/C=C/NCc2cccnc2)c1S(=O)(=O)N(C)CC(=O)N1CCc2ccccc21	2.4	-1.5	4	0.5	-2.3	-0.8	-0.7	2	0	-13	0.1
CCN1CCN(C(CNS(=O)(=O)c2ccc(F)cc2)c2cccnc2)CC1 (stereo not given)	-2.2	-1.9	1	0.9	0.0	-0.9	2.9	0	0	8	1.2
COc1cccc(-c2ccc3c(c2)O[C@@H](CN(C)Cc2cncnc2)[C@@H](C)CN([C@H](C)CO)S3(=O)=O)c1	-1.0	-1.7	-4	0.0	0.2	-0.6	-0.6	1	-1	-4	-2.2
O=C(CN1CCc2onc(-c3cccc(-n4cc(CO)nn4)c3)c2C1=O)N1CCOCC1	6.0	x	-2	x	-0.2	-1.1	1.0	1	-1	1	1.1

Laid out differently: entries from further up
Each structure is followed by: hgDAF12 agonist	GAA850 FXN act	NPR2 activator	DAX1 inh-1	proKLK7 act	ssDAF-12 act	DAX1 inh-2	GC-A act	SMARCA2 activ	sPLA2-III inh	hcDAF-12 act
COc1ccc(OCC(=O)NNc2nc3ccccc3s2)cc1
→ -5.7	0.3	4	-0.5	-0.1	-1.1	-0.7	-3	-4	13	5.3
CC1Cc2cc(S(=O)(=O)N3CCC(C(=O)NCc4ccco4)CC3)ccc2N1C(=O)C1CCC1 (stereo not given)
→ 3.5	-0.6	5	-0.5	1.6	-1.3	-3.0	0	-2	1	-2.2

Assay outcomes as filed in PubChem.
